# Compound activity (PubChem)
# BLM helicase inh = blocks DNA unwinding by human BLM helicase. P54132. recombinant BLM DNA unwinding, fluorescence dequenching. Potency, µM (highest dose often 56.1 µM), for the others: at the highest dose activity change, negative = inhibition, actives largely listed as inhibitors. 0.2% of 350,000 active. AID 2528;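 further: potency means the concentration at half of the fitted maximal effect; plate controls were vehicle for no effect and no enzyme for full effect; nearly all actives have a fitted effect of over 35% in size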
# Target sequence (P54132 whole entry, looked up): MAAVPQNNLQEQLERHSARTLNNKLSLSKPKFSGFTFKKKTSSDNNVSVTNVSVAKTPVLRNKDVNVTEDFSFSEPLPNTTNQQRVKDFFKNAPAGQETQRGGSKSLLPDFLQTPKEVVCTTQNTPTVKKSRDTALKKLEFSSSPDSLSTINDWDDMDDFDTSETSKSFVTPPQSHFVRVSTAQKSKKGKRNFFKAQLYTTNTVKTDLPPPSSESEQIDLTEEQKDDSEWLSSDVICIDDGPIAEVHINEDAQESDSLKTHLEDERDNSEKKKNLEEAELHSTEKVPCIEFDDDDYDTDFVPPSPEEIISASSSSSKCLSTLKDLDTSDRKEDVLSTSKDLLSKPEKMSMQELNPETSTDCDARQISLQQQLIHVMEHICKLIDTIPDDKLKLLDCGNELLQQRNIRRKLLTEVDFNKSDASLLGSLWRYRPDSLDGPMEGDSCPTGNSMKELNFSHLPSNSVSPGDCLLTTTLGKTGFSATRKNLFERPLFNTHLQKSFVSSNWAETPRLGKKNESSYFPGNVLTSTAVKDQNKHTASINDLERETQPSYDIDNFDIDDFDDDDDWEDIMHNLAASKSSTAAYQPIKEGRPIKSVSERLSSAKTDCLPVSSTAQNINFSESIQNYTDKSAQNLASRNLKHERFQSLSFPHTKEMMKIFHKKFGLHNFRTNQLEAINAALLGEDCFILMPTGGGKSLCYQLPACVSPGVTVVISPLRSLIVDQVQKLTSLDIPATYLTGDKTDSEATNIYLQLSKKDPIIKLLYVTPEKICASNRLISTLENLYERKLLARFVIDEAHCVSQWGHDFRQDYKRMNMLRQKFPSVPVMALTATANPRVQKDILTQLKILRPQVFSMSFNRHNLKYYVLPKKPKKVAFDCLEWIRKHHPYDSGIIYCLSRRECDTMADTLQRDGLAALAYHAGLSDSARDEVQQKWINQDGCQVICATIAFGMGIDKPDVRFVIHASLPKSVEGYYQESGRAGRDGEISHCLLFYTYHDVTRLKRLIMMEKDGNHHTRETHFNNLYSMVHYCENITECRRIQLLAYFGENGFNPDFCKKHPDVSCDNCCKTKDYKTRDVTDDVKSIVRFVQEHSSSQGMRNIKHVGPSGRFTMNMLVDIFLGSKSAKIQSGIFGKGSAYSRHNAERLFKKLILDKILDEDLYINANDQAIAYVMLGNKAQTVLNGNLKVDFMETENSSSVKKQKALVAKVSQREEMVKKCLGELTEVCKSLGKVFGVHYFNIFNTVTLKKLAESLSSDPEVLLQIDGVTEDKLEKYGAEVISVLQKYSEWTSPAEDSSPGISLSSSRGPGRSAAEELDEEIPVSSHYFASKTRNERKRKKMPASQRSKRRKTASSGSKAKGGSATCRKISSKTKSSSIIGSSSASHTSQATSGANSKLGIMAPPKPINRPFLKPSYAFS
# GRP78 ERSR act = inducers of ER stress response in human glioma cells | U87-MG GRP78 promoter luciferase reporter, 16 h | AID 602332 | 0.02% of 420,000 active | Potency, µM, for the others: top-dose activation, hits mostly activators; further: potency means the concentration at half of the fitted maximal effect; series mostly up to about 76 µM; % of control where 0% means no effect; nearly all actives have a fitted effect of over 35% in size
#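 Stably transfected U87-MG human glioma cells carrying a GRP78-based luminescent sensor were seeded at 1000 cells/well, pin-dosed with compounds and incubated 16 h. Luciferase reagent was then added, and end-point luminescence was read after 10 min at room temperature.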
# POLK inh = inhibitors of human DNA polymerase kappa; Potency, µM (titrated, usually from 107 µM), inactives show top-dose activity, negative = inhibition, actives largely listed as inhibitors; 0.53% of 400,000 active; Q9UBT6; AID 588579; purified Pol kappa, fluorescent DNA synthesis assay, 10 min; further: potency means the concentration at half of the fitted maximal effect; on the % scale 0 is the no-effect control and ±100 the full control effect
#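 Pol kappa 10 nM + cpd, 15 min RT; start w/ substrate 50 nM final; fluorescence kinetic read, 0 and 10 min. Neg ctrl: buffer, no enzyme.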
# LDHA block = inhibitors of human lactate dehydrogenase A; P00338; purified LDHA, NADH/diaphorase-resazurin fluorescence; hits give low values; activity change, % (values are at about 110 or 230 µM); 0.15% of 480,000 active; AID 1347041; in the data active means activity change below about -30%; inconclusive means mostly about -25% to -30%;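 further: plate controls were DMSO wells for no effect and wells without enzyme for full effect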
#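 Human LDH5 (2 nM) was incubated with 0.06 mM NADH and 0.2 mM pyruvate for 5 min at room temperature in Tris pH 7.4. Remaining NADH was coupled through diaphorase/resazurin, and resorufin fluorescence was read at 0 and 20 min.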
# Pol beta inh = DNA polymerase beta (human) inhibition. Pol beta primer extension/strand displacement, fluorescence kinetic. 1.3% of 340,000 active. P06746. Potency, µM (titrated, usually from 114 µM), inactives show at the top dose activity change, negative = inhibition, hits mostly inhibitors; further: potency means the concentration at half of the fitted maximal effect; on the % scale 0 is the no-effect control and ±100 the full control effect
#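 Values derive from four-parameter Hill fits of normalized kinetic data: reads at 0 and 10 min following addition of 50 nM substrate to 10 nM Pol beta preincubated 15 min with compound.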
# APE1 inh = blocks human APE1 abasic DNA cleavage | P27695 | recombinant APE1, TAMRA/BHQ-2 abasic DNA cleavage fluorescence | Potency, µM (top dose mostly 65.8 µM), without a hit: top-dose activity change, negative = inhibition, hits mostly inhibitors | 0.35% of 350,000 active;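 further: potency means the concentration at half of the fitted maximal effect; plate controls were vehicle for no effect and reference inhibitor for full effect; nearly all actives have a fitted effect of over 55% in size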
#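 APE1 at 0.75 nM preincubated 15 min at room temperature with compound. Reaction then started with 50 nM double-stranded THF-abasic substrate labelled with TAMRA/BHQ-2, and 525/598 nm fluorescence read kinetically. Activity taken as third-minus-first read difference, normalized to DMSO and NSC13755 controls.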
# Pol iota inh = blocks human DNA polymerase iota activity; 1% of 390,000 active; Pol iota fluorescent replication assay, 10 min; AID 588590; Potency, µM (doses to about 115 µM), inactives show at the top dose activity, negative = inhibition, most hits filed as inhibitors; further: potency means the concentration at half of the fitted maximal effect
#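 Pol iota at 10 nM preincubated 15 min with compounds at room temperature; reaction started with fluorescent substrate, 50 nM final. Fluorescence read kinetically at 0 and 10 min; buffer-only wells as negative control.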
# POLH inh = blocks human DNA polymerase eta activity. 1.2% of 390,000 active. recombinant Pol eta, fluorescent DNA replication assay. Q9Y253. Potency, µM (highest dose often 114 µM), inactives show at the highest dose activity change, negative = inhibition, hits mostly inhibitors; further: potency means the concentration at half of the fitted maximal effect; on the % scale 0 is the no-effect control and ±100 the full control effect
#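 Pol eta at 10 nM preincubated with compounds 15 min at room temperature; reaction started with fluorescent substrate (50 nM final) and read kinetically at 0 and 10 min.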
# Apoferritin bind = candidate novel general anesthetic via apoferritin binding; apoferritin/1-aminoanthracene competitive binding, fluorescence; Potency, µM (top dose mostly 77.5 µM), for the others: at the top dose activity change, negative = displacement, most hits filed as inhibitors; 0.074% of 350,000 active; further: potency means the concentration at half of the fitted maximal effect; on the % scale 0 is the no-effect control and ±100 the full control effect; nearly all actives have a fitted effect of over 20% in size
#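 Probe: 1-aminoanthracene (50% saturated, PBS). Protein: horse-spleen apoferritin, 10 uM. Incubation: 10 min, room temperature. Detection: 380 nm excitation, 535 nm emission. Analysis: normalized response, four-parameter Hill.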
# * = called active by the depositor; ? = inconclusive; . = no result given; & = joins results of further samples; [ ] = remark or other dose. Unless noted, the call rests on the fitted dose curve; in most records, active means well fitted curve in the direction sought with a large enough effect; inconclusive means small, poorly fitted or top-dose-only effect, or another doubt; inactive means no such curve, though single readings can be large; an effect the other way counts as inactive or inconclusive. This is a subset; count on the stated rates, not on these rows.
SMILES,BLM helicase inh,GRP78 ERSR act,POLK inh,LDHA block,Pol beta inh,APE1 inh,Pol iota inh,POLH inh,Apoferritin bind
Cc1cc(Br)c(NC(=O)CN(C)CCOc2ccccc2)c(Br)c1,-2%,0%,0%,-1,1%,-1%,-2%,-5%,-16%
O=C(Nc1ccc(N2CCOCC2)c(Cl)c1)C1CCCCC1,4%,5%,-13%,-3,4%,-1%,-3%,-19%,?
CCc1ccc(NC(=O)CSc2ccc(-c3sc(-c4ccccc4)nc3C)nn2)cc1,-1%,-1%,-6%,2,-3%,.,1%,-2%,4%
COCCn1c(=O)c(-c2ccc(Cl)cc2)nc2cnc(N3CCOCC3)nc21,1%,0%,-6%[60.1 µM],.,.,-1%,.,.,.
CCCCCCCCC(=O)N1CCN(c2cc3c(cc2F)c(=O)c(C(=O)O)cn3CC)CC1,1%,-2%,-4%,1,2%,?,-17%,-7%,3%
CCCCN(C)CCCNC(=O)c1ccc2c(c1)NC(=O)C(N1CCOCC1)S2 (stereo unspecified),6%,0%,4%,-6,-10%,-1%,25%,-19%,-13%
CCOC(=O)C1CCN(C(=O)Cn2nc(C)n3cccc3c2=O)CC1,0%,-4%,-6%,-5,-1%,81%[activator],21%,-12%,-13%
COc1ccc(CCNC(=O)CCc2cc(OC)c(OC)c(OC)c2)cc1,-2%,-3%,-1%,-4,47%,-11%,-12%,-23%,4%
Cn1c(=O)c2c(-c3ccccc3)n3c(c2n(C)c1=O)C(c1ccccc1[N+](=O)[O-])Nc1ccccc1-3 (stereo unspecified),-5%,-4%,-5%,-6,0%,.,74%[activator],0%,-3%
O=C(c1cc(-c2ccc(F)cc2)on1)N1CCCc2ccccc21,-5%,7%,-1%,-12,-9%,-1%,-6%,-18%,?
Cc1nc2ccccn2c1C(=O)NCC(C)C,-8%,-2%,1%,-4,2%,9%,19%,-12%,8%
CC(=O)N(CC(=O)Nc1sc(C)c(C)c1C(N)=O)Cc1ccccc1,1%,-8%,0%,-5,-1%,1%,80%[activator],-19%,-5%
CC(=O)Nc1ccccc1OC(=O)N1CCOCC1,-6%,0%,-14%,-1,?,0%,-6%,-6%,-12%
O=C1Cc2ccccc2Sc2ccc(Cl)cc21,-2%,-3%,-3%,7,6%,-1%,-16%,-15%,-23%
O=C(c1cccc(C(=O)N2CCN(c3ncccn3)CC2)c1)N1CCN(c2ncccn2)CC1,0%,-3%,3%,-11,-11%,2%,18%,-14%,-8%
COc1ccc2oc(=O)c(C(=O)NCCc3c(C)[nH]c4ccc(C)cc34)cc2c1,-5%,-1%,-20%,3&-2,?,.,-10%,-10%,-2%
COc1ccc(C(=O)c2ccc([N+](=O)[O-])cc2)cc1S(=O)(=O)N1CCC(C(=O)O)CC1,-1%,-4%,-19%,-5,7%,0%,-12%,3%,-11%
CCN1CCc2nc3ccccc3c(C(=O)Nc3ccc(F)cc3)c2C1,-5%,-5%,4%,-2,-19%,-8%,21%,-6%,-1%
Cc1cc(OCC[N+]2(C)CCCCC2)nc2ccccc12,-5%,-6%,8%,-18,5%,8%,6%,-5%,-10%
O=C(c1ccc(S(=O)(=O)N2CCCC2)cc1)N(c1ccccc1)C1C=CS(=O)(=O)C1 (stereo unspecified),-5%,-3%,-7%,-4,33%,27%,18%,-3%,-7%
Cc1cccc(NC(=O)COC(=O)c2ccccc2-c2nc3ccccc3s2)c1C,-7%,0%,-7%,-2,-1%,2%,-6%,3%,-11%
CCn1c(C)cc2c(c1=O)C(c1ccncc1)C(C#N)=C(N)O2 (stereo unspecified),0%,-4%,-1%,0,8%,3%,7%,-8%,-9%
O=C(Cc1ccccc1)N/N=C/c1ccccc1F,-1%,.,.,.,-5%,7%,.,.,4%
COc1ccc(C(=O)N2CCC[C@@]3(CCN(c4ccncc4)C3)C2)cc1,7%,-4%,-9%[60.1 µM],.,.,6%,.,.,.
Cc1ccc(NC(=O)CN(C)C(=O)c2ccc3[nH]c4c(c3c2)CC(C)CC4)cc1 (stereo unspecified),.,0%,-98%,0,.,-16%,?,-19%,.

# More compounds:
SMILES,BLM helicase inh,GRP78 ERSR act,POLK inh,LDHA block,Pol beta inh,APE1 inh,Pol iota inh,POLH inh,Apoferritin bind
CN(CCc1ccc(Cl)c(Cl)c1)CC(O)COc1ccc(NS(C)(=O)=O)cc1 (stereo unspecified),.,-4%&-4%,1%&2%[19.4 µM],.,.,-1%&-3%,.,.,-13%&-10%
O=C1NC(c2cccc(Cl)c2)Oc2ccccc21 (stereo unspecified),-8%,-2%,-4%,0,1%,28%,109%[activator],9%,?
COCC(=O)Nc1cc(C)c2c(=O)oc3ccccc3c2n1,1%,-3%,-11%,-10,-10%,-5%,?,3%,-3%
COc1ccc(OC)c(NC(=O)COC(=O)COc2c(Cl)cc(Cl)c3ccc(C)nc23)c1,.,-2%,5%,4,.,.,-7%,-1%,.
CC(C)(C)N1C(=O)c2ccc(C(=O)Nc3nccs3)cc2C1=O,0%,0%,-13%,-4,2%,-2%,14%,-12%,?
O=C(NCCCN1CCCC1=O)c1cc(-c2cccnc2)nc2ccc(Cl)cc12,2%,0%,-3%,-3&0,0%,0%,120%[activator],-10%,-7%
CC(C)CNC(=S)NC1CC2CCCC(C1)N2Cc1cccs1 (stereo unspecified),3%,-2%,-8%,-9,37%,-3%,-28%,5%,-9%
O=C(COc1ccc2c(-c3ccccc3)cc(=O)oc2c1)N[C@@H](Cc1c[nH]c2ccc(O)cc12)C(=O)O,-6%,-1%,-24%,5,-17%,13%,-30%,-6%,-12%
CCOc1ccccc1N1CCN(C(=O)c2c(-c3c(F)cccc3Cl)noc2C)CC1,.,-1%,-3%,-8,.,.,3%,?,.
CCc1nc2ccc(C(=O)N(C)CC(=O)Nc3ccc(F)c(F)c3F)cc2nc1CC,.,-2%,-12%,-3,.,3%,31%[activator],-5%,.
CCCNC(=O)C(Cc1cccc(OC)c1)NC(=O)c1ccc(C#N)cc1 (stereo unspecified),.,-2%,6%,-2,.,53%[activator],40%,0%,.
C=CCN(c1ccc(C(=O)NCCc2ccccc2)cc1)S(C)(=O)=O,-7%,5%,-16%,-5,3%,-11%,-27%,-8%,-10%
C=CCN(c1ccccc1)S(=O)(=O)c1cccc(C(=O)OCC(=O)NCCOC)c1,1%,-4%,-2%,-15,2%,3%,1%,0%,-6%
CCN(CC)CCN1C(=O)C(=O)/C(=C(/O)c2c(C)[nH]c(C(=O)OC)c2C)C1c1cccs1 (stereo unspecified),0%,-1%,1%,-1,23%,-7%,9%,-15%,-13%
COC(=O)COc1ccc(Oc2nc(NC(C)(C)C)nc(N3CCOCC3)n2)nn1,5%,0%,1%,-13,15%,.,6%,-18%,-3%
CC(=O)c1cccc(Nc2nc(-c3ccccc3)cs2)c1,-11%,-5%,-14%,-2,?,6%,56%[activator],2%,-23%
Cc1cc(NC(=O)c2cc3n(n2)C(C(F)(F)F)CC(c2ccc(Cl)c(Cl)c2)N3)no1 (stereo unspecified),-5%,-4%,-8%,3,7%,7%,11%,-3%,-18%
COc1ccc(/C(O)=C2\C(=O)C(=O)N(CC3CCCO3)C2c2cc(OC)ccc2OC)cc1 (stereo unspecified),-2%,-1%,-3%,4,-15%,11%,-17%,4%,-10%
O=C(NCc1ccccc1)/C(=N\O)c1ccccc1,0%,-1%,5%,-6,27%,-4%,-1%,-6%,-11%
Cc1cc(=O)oc(C)c1C(=O)Nc1cccc(F)c1,0%,-3%,0%,0,1%,1%,33%,-9%,4%
CC(c1cccs1)N(C)Cc1nc(CCc2ccccc2)no1 (stereo unspecified),-6%,-2%,-6%,-2,18%,0%,-1%,-15%,-15%
C=CCc1cccc2cc(C(=O)Nc3ccc(CC(=O)O)cc3)c(=O)oc12,-16%,-8%,?,-4,22µM*,?,?,35µM*,-11%
O=C(N/N=C/c1cccc(F)c1)c1cc(-c2ccco2)nc2ccccc12,11µM*,2%,18µM*,1,-102%,4.5µM*,?,2.2µM*,38%[activator]
Cn1c(=O)c2c(nc(SCC(=O)N3CCc4ccccc43)n2Cc2ccccc2)n(C)c1=O,-2%,.,.,.,1%,-16%,.,.,-9%
O=C(c1cccnc1)c1ncc(C(F)(F)F)cc1Cl,-1%,-3%,-3%,-5,18%,25%,-5%,-19%,-15%

# Part of the list above in order of formula weight, smallest number first.
SMILES,BLM helicase inh,GRP78 ERSR act,POLK inh,LDHA block,Pol beta inh,APE1 inh,Pol iota inh,POLH inh,Apoferritin bind
O=C(NCc1ccccc1)/C(=N\O)c1ccccc1,0%,-1%,5%,-6,27%,-4%,-1%,-6%,-11%
O=C(c1cc(-c2ccc(F)cc2)on1)N1CCCc2ccccc21,-5%,7%,-1%,-12,-9%,-1%,-6%,-18%,?
CCN1CCc2nc3ccccc3c(C(=O)Nc3ccc(F)cc3)c2C1,-5%,-5%,4%,-2,-19%,-8%,21%,-6%,-1%
C=CCN(c1ccc(C(=O)NCCc2ccccc2)cc1)S(C)(=O)=O,-7%,5%,-16%,-5,3%,-11%,-27%,-8%,-10%

# Further records
SMILES,BLM helicase inh,GRP78 ERSR act,POLK inh,LDHA block,Pol beta inh,APE1 inh,Pol iota inh,POLH inh,Apoferritin bind
O=C(Nc1ccc(Cl)cn1)c1cccc(S(=O)(=O)N2CCCCC2)c1,-6%,0%,0%,4,9%,36%,88%[activator],-24%,-5%
COC(=O)c1ccc(NC(=O)C2CCCN2S(=O)(=O)c2ccc(C)cc2)cc1 (stereo unspecified),-1%,-1%,-21%,-8,13%,?,69%[activator],-5%,-8%
CC(=O)Nc1ccc(NC(=O)CNC(=O)COc2ccccc2)cc1,-3%,-2%,-5%,-1,45%[activator],17%,-9%,-13%,-2%
O=C1NC(Nc2ccccn2)(C(F)(F)F)C(=O)N1c1ccc(F)cc1 (stereo unspecified),-2%,-4%,6%,-6,-1%,1%,17%,-10%,-3%
COCCNc1nc(C(C)(C)C)nc2c1nnn2Cc1ccccc1Cl,-1%,3%,7%,4,-1%,-1%,31%[activator],-16%,-9%
Cn1c(N)c(C(=O)COC(=O)CCc2c[nH]c3ccccc23)c(=O)n(C)c1=O,-2%,-4%,-11%,-2,3%,1%,30%,?,-8%
